# Assay outcomes deposited in PubChem by several laboratories.
# GPR35 antagonists: GPR35 antagonists blocking zaprinast-driven arrestin recruitment, primary screen, imaging, U2OS, beta-arrestin-GFP, zaprinast agonist (AID 2058); inhibition, % at 10 µM; hits with a dose series show IC50 in µM; U2OS GPR35 beta-arrestin-GFP translocation imaging, zaprinast antagonism; higher % means a stronger effect; actives 0.052% (n = 290,000);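 active means inhibition of at least 50% with at least 30 cells and total cytoplasm GFP at most 10,000,000; inconclusive means under 30 cells or total GFP of 10,000,000 plus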
# WT yeast gro inh: growth inhibition of WT yeast, mitochondrial fusion screen | mitochondrial fusion phenotypic screen, WT strain | inhibition, % at 10 µM | actives 2.1% (n = 190,000) | AID 1362; in the data active means inhibition above about 58%; tested in S. cerevisiae
# RSV CPE inhibition: inhibition of RSV-induced cytopathic effect – HEp-2 cells, primary 10 µM value included (AID 2391). HEp-2 cells, RSV-induced CPE inhibition; higher % means a stronger effect. CPE inhibition, % at 10 µM; hits with a dose series show IC50 in µM. actives 0.13% (n = 310,000); in the data active means a potency from the dose series; inconclusive means CPE inhibition mostly from about 23% at the one dose, without a potency; inactive means the rest, 99 in 100 with CPE inhibition below about 21%; further: strong numbers were not always called active
# AID2073: disruptors of CaV2.2 binding to Mint1 – biochemical, HTRF (AID 2073); actives 0.19% (n = 290,000); inhibition, % at 20 µM, or IC50 in µM where a hit was titrated; HTRF protein-protein interaction, Mint1-CaV2.2; higher % means a stronger effect; in the data active means inhibition mostly above about 51%, no sharp cut-off; inconclusive means no clear call, values can overlap the other calls; inactive means mostly below about 53%; further: some results filed as inactive read as strong as hits
# K1F lysis inhibition: inhibition of K1F phage lysis, E. coli UTI89, bacterial capsule biogenesis inhibitors, alamar blue (AID 488966); actives 0.02% (n = 340,000); E. coli UTI89 K1F phage lysis, alamar blue, 2 h; higher % means a stronger effect; inhibition, % at 100 µM, or IC50 in µM where a hit was titrated;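 active means phage lysis inhibition, versus mean bacterial control, above a set limit; inconclusive means no clear call, values can overlap the other calls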;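 further: capsule biogenesis inhibitors block K1F phage lysis so surviving cells raise fluorescence; higher fluorescence means more inhibition of phage lysis; actives were called in the ten point dose series up to 300 µM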
# Autophagy HCS: modulators of autophagy; MEF GFP-LC3 puncta imaging; test concentration mostly 10 µM; calls only at 10 µM (by protocol); actives 0.98% (n = 190,000);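 active means percentage of spot-positive cells more than 3 SD above its plate mean, without a fluorescence outlier flag or 80% toxicity; inconclusive means no clear call, values can overlap the other calls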;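 further: spot-positive cell cutoff set from DMSO-treated cells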
# NTR1 agonist: agonists of NTR1, primary screen, imaging, U2OS cells, beta-arrestin-GFP, high content (AID 493036). NTR1-U2OS beta-arrestin-GFP spot imaging, agonist mode. activation, % at 20 µM. actives 0.17% (n = 330,000). P30989;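 active means activation at or above 40% of the spot to cytoplasm intensity ratio, with at least 20 cells analyzed; inconclusive means wells under 20 cells, flagged as cytotoxic or low count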;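 further: 0% = DMSO without peptide and 100% = 100 nM NTR1 peptide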
# Target sequence (P30989 whole entry, looked up): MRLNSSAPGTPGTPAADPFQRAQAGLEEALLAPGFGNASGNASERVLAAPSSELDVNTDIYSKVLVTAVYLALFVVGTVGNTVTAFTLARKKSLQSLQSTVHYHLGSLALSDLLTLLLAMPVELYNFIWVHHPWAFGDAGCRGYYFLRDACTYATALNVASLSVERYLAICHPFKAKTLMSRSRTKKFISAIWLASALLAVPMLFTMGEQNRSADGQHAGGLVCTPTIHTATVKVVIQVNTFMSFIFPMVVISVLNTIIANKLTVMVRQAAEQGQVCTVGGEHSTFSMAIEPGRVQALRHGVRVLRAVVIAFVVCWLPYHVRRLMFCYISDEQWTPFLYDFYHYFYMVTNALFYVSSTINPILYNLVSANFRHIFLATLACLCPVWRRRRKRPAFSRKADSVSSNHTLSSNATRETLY
# Dengue-2 NS5 capping: Dengue-2 NS5 methyltransferase inhibitors, primary screen, biochemical, confirmation dose response (AID 588689). Dengue-2 NS5 methyltransferase capping enzyme assay, biochemical; higher % means a stronger effect. one-dose inhibition, % at 25 µM; IC50 in µM for titrated hits. actives 0.3% (n = 340,000); in the data active means a potency from the dose series; inconclusive means inhibition above about 29% without an active follow-up result
# LYP phosphatase: PTPN22 lymphoid phosphatase activity blockers – biochemical, fluorescence intensity, uHTS (AID 1779); recombinant LYP phosphatase, fluorescence intensity; higher % means a stronger effect; inhibition, % at 11.5 µM; hits with a dose series show IC50 in µM; actives 0.054% (n = 290,000); in the data active means inhibition above about 50%;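 further: plate controls were vehicle with enzyme for no effect and no enzyme for full effect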
# WT yeast gro inh mutant strain: further read-out of WT yeast gro inh, marked with its call; inhibition, %; mitochondrial fusion phenotypic screen, mutant strain inhibition
# Autophagy HCS cell loss 18 h: second read-out of Autophagy HCS, no call of its own (marks repeat the call); toxicity, %; measured here: cell loss, nuclei count;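 cell loss after 18 h compound exposure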
# NTR1 agonist cell count 20 µM: recorded beside NTR1 agonist, whose call it bears; cell count; measured here: cell count, cytotoxicity flag
# Dengue-2 NS5 capping pilot replicate: recorded beside Dengue-2 NS5 capping, whose call it bears; inhibition, %; measured here: pilot screen replicate inhibition
# * marks the source's active call; other numbers are inactive results; i = inactive; u = inconclusive; x = no result given; + = active, no number; [ ] = another dose, or the depositor's remark.
SMILES,GPR35 antagonists,WT yeast gro inh,WT yeast gro inh mutant strain,RSV CPE inhibition,AID2073,K1F lysis inhibition,Autophagy HCS,Autophagy HCS cell loss 18 h,NTR1 agonist,NTR1 agonist cell count 20 µM,Dengue-2 NS5 capping,LYP phosphatase,others
CCOc1nonc1C(=N)/C(C(C)=O)=C(\C)O,11%,11,4,1.1%,12%,0.4%,i,-10,-1.5,44,-3%,-1%,
CN(Cc1cc([N+](=O)[O-])c2cccnc2c1O)C1CCCCC1,4%,-7,17,0.9%,3%,x,i,6,-1.3,65,x,-12%,
CC(=O)c1sc(NC(=O)C=C(C)C)nc1C,12%,9,16,-0.3%,-1%,0.8%,i,0,-0.3,64,6%,5%,Dengue-2 NS5 capping pilot replicate=0.6
Cc1nn(C)c(C)c1S(=O)(=O)N(CC(=O)NCc1cccs1)c1ccc(C(C)C)cc1,22%,10,0,0.0%,6%,0.1%,i,-10,1.2,87,0%,0%,
COc1cc(CNCCN(C)C)c(Br)cc1OCC(=O)NCc1ccccc1,-13%,5,10,-0.8%,10%,1.4%[50 µM],i,1,-0.1,46,-8%,-3%,
O=C(CSC1=NC(=O)C(Cc2ccccc2)C(=O)N1)NC1CCCCC1 (centres undefined),1%,8,26,-2.0%,-8%,0.0%,i,-3,4.5,33,3%,-2%,
CCn1c(C)nc2cc(C(=O)NNS(=O)(=O)c3cc(Br)ccc3Br)ccc21,7%,x,x,0.9%,24%,0.4%,x,x,0.1,44,-1%,-10%,
NC(=O)C1=C[C@H](c2ccccc2)C[C@H](OCc2ccc(CO)cc2)O1,8%,-7,7,0.5%,-1%,1.4%,i,11,-2.5,96,6%,-5%,
COc1ccc(-c2cc(C(=O)Nc3cc(C)n(Cc4ccc(Cl)cc4)n3)no2)cc1OC,18%,8,-5,-1.2%,2%,2.2%,i,7,27,64,-6%,-7%,
CN(NS(C)(=O)=O)c1ncc(C(F)(F)F)cc1Cl,-6%,-11,-1,3.5%,-14%,-0.1%,i,-5,-2.2,86,-4%,-2%,
CCOC(=O)N1CCN(C(=O)c2ccc(CS(=O)(=O)c3ccc(OC)cc3)o2)CC1,-8%,8,3,0.3%,-8%,-6.0%,i,-10,0.9,56,2%,0%,
O=C(/C=C/c1ccc([N+](=O)[O-])cc1)NCCN1C(=O)S/C(=C\c2ccc(F)cc2)C1=O,-6%,4,0,-0.4%,24%,0.6%,i,-26,5.2,60,1%,-5%,
COCCNc1nnc(SCC(=O)NC(=O)c2ccccc2)s1,x,x,x,-1.4%,x,1.0%[50 µM],x,x,0.2,63,-2%,x,
O=C(c1cc(F)ccc1F)C1CCCN(C(=O)CCc2cnccn2)C1 (centres undefined),1%,-9,5,-0.3%,-9%,-0.6%,i,-2,0.0,81,4%,-2%,
CCN(CC(=O)Nc1ccc2c(c1)OCCO2)c1ccc(S(=O)(=O)N2CCOCC2)cn1,-1%,-2,-9,1.4%,-2%,-0.2%,i,7,-0.8,84,-4%,-10%,
CC(C)(C)c1cc(=O)[nH]c(SCc2ccccc2Cl)n1,-1%,3,-5,-0.8%,1%,-1.8%,i,4,2.1,94,3%,3%,
CCOc1ccc(S(=O)(=O)N2CCc3cc(OC)c(OC)cc3C2)cc1,-9%,-11,-19,7.0%,6%,0.8%[50 µM],i,-2,-0.1,51,-5%,-1%,
N#Cc1ccc(C(=O)N2CCN(C(=O)C3CCCO3)CC2)cc1 (centres undefined),x,x,x,0.3%,x,-0.1%[50 µM],x,x,-1.3,50,-2%,x,
CC(C)CN(C(=O)COc1ccc2ccc(=O)oc2c1)C1CCS(=O)(=O)C1 (centres undefined),-13%,x,x,0.0%,5%,-0.3%,x,x,0.0,65,-4%,-7%,
Cc1ccc(C(=O)COc2ccccc2C(=O)Nc2ccccc2)cc1,-1%,-1,6,5.6%,5%,3.4%,i,6,2.3,41,1%,-7%,
COc1cc(N)ccc1Cc1ccc(N)cc1OC,19%,0,-1,0.9%,3%,6.4%,i,13,0.6,76,4%,-3%,
COc1cc(CNCc2cccs2)cc(Br)c1OC,-7%,37,60,1.7%,7%,0.5%,i,-24,-0.7,42,4%,0%,
CCOC(=O)N/N=C(C)/C=C/c1ccccc1,2%,-12,-16,1.9%,-5%,0.1%,i,-11,-2.1,92,6%,-8%,
O=C(Nc1ccccc1Cl)C1C2CCC3C(CCC21)C3(Cl)Cl (centres undefined),-30%,16,18,1.5%,-4%,1.6%[50 µM],i,12,11,60,5%,-6%,
CC(C)CC(=O)NC(=S)Nc1ccc(N2CCN(C(=O)c3cccs3)CC2)cc1,16%,x,x,2.7%,-13%,1.3%,x,x,1.7,45,6%,8%,
c1ccc(-n2nnnc2SCc2cn3cccnc3n2)cc1,-1%,11,1,0.1%,8%,-0.2%,i,-2,0.4,58,1%,0%,
CCCCOc1ccc(-c2ncc([N+](=O)[O-])cn2)cc1,15%,x,x,0.2%,2%,-0.1%,x,x,0.4,54,-2%,-2%,
Cc1ccc(C)c(C(=O)Nc2cc(C)nn2-c2nc(C)cc(C)n2)c1,-7%,63,63,-0.4%,32%,-0.3%,i,6,6.9,39,-6%,-1%,
CC/C(=N\NC(=O)c1nnn(-c2nonc2N)c1-c1cccs1)c1ccccc1,-8%,x,x,0.3%,-6%,-0.1%,x,x,4.5,75,-8%,-8%,
Cc1ccc(C(=O)Nc2ccccc2C(=O)NCc2cccnc2)cc1,-2%,x,x,-0.2%,-4%,0.4%,x,x,1.4,40,-3%,-5%,
Cc1ccc(-c2nc(CSCC(=O)NCCCN3CCOCC3)c(C)o2)cc1,3%,-16,-6,2.1%,20%,-0.3%,i,1,-3.0,88,-5%,-6%,
CCOc1ccc(S(=O)(=O)NC2=NCCCCC2)cc1,x,x,x,2.5%,x,-0.2%,x,x,-2.9,52,-1%,x,
CC#CCCCC(=O)Nc1cc(OC)nc(OC)n1,7%,16,21,-0.5%,1%,0.7%,i,3,0.9,63,-4%,-5%,Dengue-2 NS5 capping pilot replicate=1.5
CCCNC(=O)c1sc2c(c1C(=O)Nc1ccccn1)CCCC2,6%,17,-8,-1.1%,6%,0.2%,+,27*,4.9,46,-4%,1%,
CCc1nnc2n1N=C(c1ccc([N+](=O)[O-])cc1)CS2,-5%,x,x,1.0%,-5%,-0.6%,x,x,-1.5,64,8%,-4%,
CCOCCn1c(CN2CCCCC2)nc2c1c(=O)n(C)c(=O)n2C,-3%,x,x,10%,8%,0.2%,x,x,3.9,44,-1%,-9%,
COc1cccc(C(=O)Nc2cccc(C(C)=O)c2)c1,17%,5,-10,3.6%,8%,5.2%[50 µM],i,-10,0.5,62,-4%,-5%,
Cc1ccc(Cl)cc1N1CCN(S(=O)(=O)c2c(C)noc2C)CC1,-3%,x,x,5.8%,-5%,0.1%,x,x,0.8,49,-4%,-4%,
Cn1c(Cn2c(=O)sc3ccccc32)nnc1SCC(=O)Nc1ccccc1F,8%,14,7,0.6%,7%,4.1%,i,-2,-1.4,54,4%,-9%,
CCN1CCN(/C=N/c2nc3c(s2)CCCC3)CC1,7%,7,18,-0.1%,-5%,0.5%,i,-5,-0.8,53,-7%,-4%,
CN(C(=O)CSc1nnc(-c2ccccc2)n1C)C1CCS(=O)(=O)C1 (centres undefined),-7%,5,-4,0.8%,8%,0.2%,i,1,1.3,50,-4%,0%,
CC(=O)c1cnc2c(-c3ccccc3)c(C(F)(F)F)nn2c1C,-11%,16,-8,u,15%,i,i,-8,4.6,41,-9%,3%,
CCOC(=O)c1ccc(-n2c(CN3CCOCC3)nc3ccc([N+](=O)[O-])cc3c2=O)cc1,3%,-5,13,1.8%,10%,0.2%,i,6,-0.9,60,0%,1%,
O=C(CCn1c(=O)c2ccccc2n(Cc2cccc([N+](=O)[O-])c2)c1=O)N1CCc2ccccc2C1,-3%,4,-22,50%,-1%,0.8%,i,-7,2.9,40,-6%,-1%,
Cc1ccccc1CNc1nc(N)n(-c2ccccc2)n1,-7%,7,4,1.7%,0%,0.4%,i,4,0.9,61,-2%,-1%,
C[C@]1(CO)CCC[C@@]2(C)C1CC[C@@H](CO)[C@@H]2CCc1ccoc1 (some centres undefined),-5%,x,x,u,5%,0.8%[50 µM],x,x,2.8,87,-5%,-5%,
O=C1CC(c2ccccc2Cl)CC(O)=C1C=NCCCO (centres undefined),6%,x,x,1.0%,24%,0.2%,x,x,0.9,58,3%,-8%,
CCCN(CCC)C(=O)CSc1nc2c(sc(=S)n2-c2ccc(OCC)cc2)c(=O)[nH]1,-5%,6,-13,19%,9%,-0.6%,i,8,3.7,46,13%,3%,

# The last five records of the part above open the next one.
SMILES,GPR35 antagonists,WT yeast gro inh,WT yeast gro inh mutant strain,RSV CPE inhibition,AID2073,K1F lysis inhibition,Autophagy HCS,Autophagy HCS cell loss 18 h,NTR1 agonist,NTR1 agonist cell count 20 µM,Dengue-2 NS5 capping,LYP phosphatase,others
O=C(CCn1c(=O)c2ccccc2n(Cc2cccc([N+](=O)[O-])c2)c1=O)N1CCc2ccccc2C1,-3%,4,-22,50%,-1%,0.8%,i,-7,2.9,40,-6%,-1%,
Cc1ccccc1CNc1nc(N)n(-c2ccccc2)n1,-7%,7,4,1.7%,0%,0.4%,i,4,0.9,61,-2%,-1%,
C[C@]1(CO)CCC[C@@]2(C)C1CC[C@@H](CO)[C@@H]2CCc1ccoc1 (some centres undefined),-5%,x,x,u,5%,0.8%[50 µM],x,x,2.8,87,-5%,-5%,
O=C1CC(c2ccccc2Cl)CC(O)=C1C=NCCCO (centres undefined),6%,x,x,1.0%,24%,0.2%,x,x,0.9,58,3%,-8%,
CCCN(CCC)C(=O)CSc1nc2c(sc(=S)n2-c2ccc(OCC)cc2)c(=O)[nH]1,-5%,6,-13,19%,9%,-0.6%,i,8,3.7,46,13%,3%,
CN(Cc1ccccc1)C(=O)CN(C1CCCCC1)S(C)(=O)=O,-18%,17,-1,0.7%,-8%,2.3%,i,-7,-4.8,81,-9%,-2%,
COc1cc(C(=O)Nc2nncs2)cc(OC)c1OC,4%,-1,9,1.9%,-1%,0.2%,i,-1,0.2,90,2%,-10%,
O=C(OCN1C(=O)c2ccccc2C1=O)c1ccco1,-1%,3,1,0.3%,-4%,1.2%,i,22,1.5,34,-6%,-12%,
O=C(c1ccccc1F)N1CCN(c2ccc([N+](=O)[O-])c(NCc3cccnc3)c2)CC1,-5%,x,x,10%,5%,x,x,x,0.0,42,x,5%,
O=C(CN1CCCCC1)Nc1cccc(Br)c1,-5%,3,16,-0.8%,3%,0.5%,i,0,-0.1,46,4%,-5%,

# Random draw from the library. About 2.6% of those tested had a hit in this group.
